High-throughput results from PubChem BioAssay.
uPA surface inh: qHTS for Inhibitors of Cell Surface uPA Generation; 0.31% of 330,000 active; cell surface uPA generation assay, qHTS; Potency, µM (titrated, usually from 38.3 µM), without a hit: at the top dose activity change, negative = inhibition, hits mostly inhibitors; active = well fitted inhibition curve with a large enough effect; inconclusive = small, poorly fitted or top-dose-only effect; inactive = no such curve, though single readings can be large or run the other way; tested in mouse RAW 264.7 cells; also: potency is read from the fitted curve at half-maximal effect; % is scaled to controls: 0 for no effect and ±100 for the full control effect; nearly all actives have a fitted effect of over 55% in size
FBPA coupling cs: qHTS Assay for Inhibitors of Fructose-1,6-bisphosphate Aldolase from Giardia Lamblia: Coupling assay counterscreen; 0.67% of 290,000 active; coupling enzyme system counterscreen, AmpLite Red fluorescence; activity change, negative = inhibition, % at 58.2 µM, hits read low; AID 2472, 2010; in the data active = activity change below about -30%; also: % is scaled to controls: 0 for no effect and ±100 for the full control effect
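Counterscreen of the coupled detection system alone, without aldolase: glyceraldehyde-3-phosphate coupling enzymes plus AmpLite Red readout. Compounds at 57.5 uM final, 10 min RT preincubation, 20 min RT reaction, fluorescence 525/598 nm.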
ELG1 genotoxic: qHTS screen for small molecules that induce genotoxicity in human embryonic kidney (HEK293T) cells expressing luciferase-tagged ELG1; HEK293T ELG1-luciferase reporter, luminescence, 16 h; Potency, µM (highest dose often 46 µM), for inactives: top-dose activity change, positive = activation, usual class: activators; 1.3% of 330,000 active; AID 504466, 2011; also: potency is read from the fitted curve at half-maximal effect; % of control where 0% means no effect; nearly all actives have a fitted effect of over 60% in size
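Quantitative HTS format in 1536-well plates. HEK293T ELG1-luciferase reporter cells receive test compound and are incubated 16 hr at 37 °C, 5% CO2; ONE-Glo added, 30 min room temperature, then luminescence read.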
Tb PFK inh: qHTS Assay to Find Inhibitors of T. brucei phosphofructokinase; ATP-dependent 6-phosphofructokinase (Trypanosoma brucei brucei), O15648; T. brucei PFK, ADP-Glo luminescence; Potency, µM (top dose mostly 57.5 µM), for the others: at the top dose activity, negative = inhibition, hits mostly inhibitors; 0.17% of 330,000 active;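 also: potency is read from the fitted curve at half-maximal effect; 0% = uninhibited 1x PFK enzyme wells and -100% = no-enzyme wells; nearly all actives have a fitted effect of over 60% in size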
Target sequence (O15648 whole entry, looked up): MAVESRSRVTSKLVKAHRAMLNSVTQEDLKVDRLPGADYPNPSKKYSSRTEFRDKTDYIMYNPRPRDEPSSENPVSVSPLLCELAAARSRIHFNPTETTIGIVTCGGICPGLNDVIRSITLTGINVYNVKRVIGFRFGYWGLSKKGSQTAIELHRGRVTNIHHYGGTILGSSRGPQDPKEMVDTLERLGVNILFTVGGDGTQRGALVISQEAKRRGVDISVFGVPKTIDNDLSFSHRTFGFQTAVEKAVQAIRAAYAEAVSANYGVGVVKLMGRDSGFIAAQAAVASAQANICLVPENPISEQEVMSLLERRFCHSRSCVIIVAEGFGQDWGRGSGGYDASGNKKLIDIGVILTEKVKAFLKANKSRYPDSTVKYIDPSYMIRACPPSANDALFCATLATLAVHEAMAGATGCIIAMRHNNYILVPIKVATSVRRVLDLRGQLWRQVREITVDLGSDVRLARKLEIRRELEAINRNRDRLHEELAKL
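Compounds were pin-transferred as a titration series up to 57 uM into substrate buffer (0.5 mM F6P, 0.1 mM ATP, pH 8.0), then 1.25 nM PFK was added and reactions ran 45 min before ADP-Glo detection.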
Rab9 promoter act: qHTS Assay for Rab9 Promoter Activators; Huh7 Rab9 promoter-luciferase reporter, luminescence, 24 h; Potency, µM (series often up to 9.22 µM), inactives show at the highest dose activation, negative = inhibition, actives largely listed as activators; 2.8% of 320,000 active; AID 485297, 2010; also: potency is read from the fitted curve at half-maximal effect; % of control where 0% means no effect; nearly all actives have a fitted effect of over 60% in size
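Luminescence read-out: Huh7 cells stably expressing Rab9-luciferase, treated 24 h with compound at 37 °C, then lysed with luciferase reagent for 10 min at ambient before reading.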
Giardia killer: Small Molecules that selectively kill Giardia lamblia: qHTS | Giardia lamblia trophozoite viability | activity change, % at 7.66 µM, hits read low | 0.15% of 340,000 active | AID 540267, 2011; in the data active = activity change below about -80%; inconclusive = between about -30% and that limit;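 also: parasites exposed to compound for two days anaerobically before the ATP read; % is scaled to controls: 0 for no effect and ±100 for the full control effect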
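Killing of trophozoites was scored by loss of ATP luminescence after a 48 hrs anaerobic exposure to compounds at 37 deg C, using 100 cells per well.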
RORgamma inh: qHTS for inhibitors of ROR gamma transcriptional activity; Potency, µM (highest dose often 53.6 µM), for the others: at the top dose activity change, negative = inhibition, usual class: inhibitors; Drosophila S2 Gal4-RORgamma UAS-luciferase reporter, 20 h; Nuclear receptor ROR-gamma (Mus musculus), P51450; 5.4% of 310,000 active; AID 2551, 2010; also: potency is read from the fitted curve at half-maximal effect; % is scaled to controls: 0 for no effect and ±100 for the full control effect; nearly all actives have a fitted effect of over 60% in size
Target sequence (P51450 whole entry, looked up, the tested form may be a part): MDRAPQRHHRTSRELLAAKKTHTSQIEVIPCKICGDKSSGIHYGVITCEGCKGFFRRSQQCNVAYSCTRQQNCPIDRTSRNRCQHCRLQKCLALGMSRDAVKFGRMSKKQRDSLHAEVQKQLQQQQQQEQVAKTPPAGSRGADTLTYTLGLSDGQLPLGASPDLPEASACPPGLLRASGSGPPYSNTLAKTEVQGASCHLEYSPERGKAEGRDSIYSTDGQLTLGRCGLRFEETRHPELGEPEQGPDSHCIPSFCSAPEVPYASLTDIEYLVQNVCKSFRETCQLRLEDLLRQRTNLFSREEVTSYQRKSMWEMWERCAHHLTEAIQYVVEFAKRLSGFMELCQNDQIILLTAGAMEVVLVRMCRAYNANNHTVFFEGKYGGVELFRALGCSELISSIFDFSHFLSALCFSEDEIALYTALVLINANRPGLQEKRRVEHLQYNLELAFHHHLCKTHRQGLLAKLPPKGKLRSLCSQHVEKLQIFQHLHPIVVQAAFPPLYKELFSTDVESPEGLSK
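Schneider cells (Drosophila), stable Gal4 DBD–ROR gamma + UAS-luc; 1 hr cmpd preincubation; Cu2+ induction 700 uM final; 20 hr ambient; luminescence.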
NPC1 promoter act: qHTS Assay for NPC1 Promoter Activators. Huh7 NPC1 promoter luciferase reporter, 24 h. Potency, µM (titrated, usually from 9.22 µM), for the others: at the top dose activation, actives largely listed as activators. 2.4% of 320,000 active. AID 485313, 2010;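 also: potency is read from the fitted curve at half-maximal effect; % of control where 0% means no effect; nearly all actives have a fitted effect of over 60% in size; reporter is driven by a mutant NPC1 promoter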
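Stable NPC1-promoter luciferase Huh7 line; cpd (DMSO) 24 h, 37 °C, 5% CO2; Amplite luciferase reagent 10 min RT; luminescence readout. qHTS format.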
KCNH2 3.1 block: qHTS for Inhibitors of KCHN2 3.1: Mutant qHTS. activity change, % (tested at about 1.8 µM). 0.95% of 340,000 active. U2OS KCNH2 3.1, thallium flux FluxOr; hits give low values. AID 720553, 2013;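 active = maximum activity change below -70%; inconclusive = maximum activity change from -70% to -50%; inactive = maximum activity change above -50%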;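 also: thallium influx rate constant from kinetic fluorescence after stimulation buffer; % is scaled to controls: 0 for no effect and ±100 for the full control effect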
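Kinetic fluorescence (2 min after stimulation buffer) measures Tl+ influx through KCNH2 3.1 expressed by viral transduction in U2OS cells; the rate constant is normalized against DMSO controls serving as positive and negative references.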
VP16 counter: VP16 counterscreen qHTS for inhibitors of ROR gamma transcriptional activity. Drosophila S2 Gal4-VP16 UAS-luciferase, luminescence, 20 h. Potency, µM (highest dose often 53.6 µM), for the others: at the highest dose activity, negative = inhibition, usual class: inhibitors. 3.5% of 310,000 active;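 also: Gal4-VP16 expression switched on by copper sulfate through the metallothionein promoter; potency is read from the fitted curve at half-maximal effect; % is scaled to controls: 0 for no effect and ±100 for the full control effect; nearly all actives have a fitted effect of over 50% in size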
FLuc modulator: qHTS profiling assay for firefly luciferase inhibitor/activator using purifed enzyme and Km concentrations of substrates (counterscreen for miR-21 project); Luciferin 4-monooxygenase (Photinus pyralis), P08659; purified FLuc, Km substrates, luminescence inhibition; Potency, µM (titrated, usually from 57.5 µM), for the others: at the highest dose activity change, negative = inhibition, most hits filed as inhibitors; 6.9% of 360,000 active; AID 588342, 2011;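 also: potency is read from the fitted curve at half-maximal effect; plate controls were vehicle for no effect and reference inhibitor for full effect; nearly all actives have a fitted effect of over 55% in size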
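Biochemical qHTS of compounds, final roughly 60 µM downward over six points, against 10 nM purified firefly luciferase using Km concentrations of substrates (10 uM D-luciferin, 10 uM ATP) in Tris acetate pH 7.5 buffer; luminescence output.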
Starred values were filed as active, the others as inactive; ? = inconclusive; . = not tested or not shown; [ ] = another dose, or the depositor's remark. Unless noted, calls follow the shape of the dose curve; as a rule, active = well fitted curve in the direction sought with a large enough effect; inconclusive = small, poorly fitted or top-dose-only effect, or another doubt; inactive = no such curve, though single readings can be large; an effect the other way counts as inactive or inconclusive.

SMILES | uPA surface inh | FBPA coupling cs | ELG1 genotoxic | Tb PFK inh | Rab9 promoter act | Giardia killer | RORgamma inh | NPC1 promoter act | KCNH2 3.1 block | VP16 counter | FLuc modulator
O=C(c1cc([N+](=O)[O-])ccc1N1CCNCC1)N1CCOCC1 | -2% | 3 | -1% | ? | 2% | 14 | -13% | -2% | 0 | -1% | 4%
CCOP(=S)(NN(Cc1ccccc1)C(=O)c1ccccc1)OCC | 0% | 0 | -5% | 3% | 1% | 4 | 2% | -3% | 8 | -3% | 2%
CCN(CC)CCOC(=O)c1cc2cc(COC)ccc2o1 | -5% | 0 | 0% | 0% | 4% | 3 | -8% | 9% | 6 | -7% | 5%
Cc1nc2c(c(=O)[nH]1)C(c1ccc([N+](=O)[O-])cc1)c1c(c3ccccc3oc1=O)O2 (configuration not stated) | -2% | 6 | -4% | -2% | -7% | 27 | 10% | -5% | -5 | 2% | -1%
O=C(Nc1ccc(C(F)(F)F)cc1)c1cccn(Cc2ccc3c(c2)OC(F)(F)O3)c1=O | 0% | -2 | 3% | 1% | -31%[inhibitor] | 9 | 7% | -24% | -25 | -3% | ?
NC1=Nc2ccccc2Oc2ccccc21 | -6% | 5 | 1% | 6% | 1% | -9 | -2% | -5% | -6 | 2% | 1%
Cc1ccc(C(c2nnnn2Cc2ccccc2)N2CC=C(c3ccc(F)cc3)CC2)cc1 (configuration not stated) | 10% | 0 | -5% | -1% | -3% | -90* | 2% | -4% | 17 | -16% | 2%
COc1ccc(C(=O)CN2CCOCC2)cc1F | 4% | 0 | 1% | 2% | 2% | -7 | -21% | 2% | -11 | 5% | 2%
CN1CCN(c2ccc(N)cc2)CC1 | 0% | -10 | -1% | -1% | -1% | 3 | -12% | -1% | 10 | 1% | -19%
C/C(=C\C(=O)c1ccc(Br)cc1)NCc1ccccc1 | 11% | 1 | ? | 1% | 18% | -3 | ? | 1% | 0 | 17% | 24µM*
O=c1[nH]c(=S)n(C2CC2)c(O)c1C=Nc1ccc2c(c1)OCO2 | -1% | -16 | -1% | 3% | 3% | 5 | 12% | 0% | -4 | 23% | -1%
CN1C(=O)C(=Cc2sc(=O)n(-c3ccccc3)c2N2CCCCC2)C(=O)N(C)C1=O | -11% | -7 | 6% | -5% | -6% | 1 | 3% | -5% | -8 | -2% | 1%
COc1cc(/C=N/n2cnnc2)ccc1OC(=O)N(C)C | 9% | -10 | 0% | -1% | -9% | 13 | ? | 4% | 6 | 3% | 0%
CNC(=O)Nc1ccc(C(O)(C(=O)OC)C(F)(F)F)cc1 (configuration not stated) | 4% | 1 | 0% | 1% | -3% | -3 | -9% | -1% | -2 | 0% | -1%
CCCCCn1c(Sc2ccccc2)nc2c1c(=O)[nH]c(=O)n2C | 10% | 1 | ? | -11% | -1% | 0 | -21% | -2% | -2 | 2% | 3%
COc1ccccc1/C=C1\C(=O)NC(=S)N(c2ccccc2)C1=O | 11% | 2 | 0% | -4% | 0% | 19 | -21% | -1% | -3 | 3% | -8%
COC(=O)C1C(=O)C=C(Nc2ccc(F)cc2F)CC1c1ccccc1 (configuration not stated) | -5% | 5 | 7% | 0% | 17% | -3 | ? | 15% | 33 | -17% | -17%
COC(=O)C1=C(c2ccc(OCc3ccccc3)cc2)C[C@@H]2CC[C@H]1N2C(=O)NCc1ccc(OC)c(OC)c1 | ? | . | -8% | 5% | -12% | 10 | . | -2% | 3 | . | -3%
Cc1cc(C)n2nc(SCC(=O)N3CCC4(CC3)OCCO4)nc2n1 | 4% | -1 | 2% | 2% | -10% | 11 | -3% | 0% | 8 | -4% | 1%
Cc1cc(OCC(=O)NCc2ccncc2)c2c3c(c(=O)oc2c1)CCC3 | -2% | . | 1% | 0% | -6% | -5 | -4% | -15% | -4 | -8% | 1%
CCC(=Nc1ccc2c(c1)CCC2)c1c(O)n(C2CCCCC2)c(=O)[nH]c1=O | -3% | 2 | -2% | -2% | -1% | 14 | ? | 9% | 3 | 17% | -1%
CN1CCC(N(C)c2nc(-c3ccc([N+](=O)[O-])cc3)nc3ccccc23)CC1 | 4% | 0 | -2% | -1% | -6% | 6 | -23% | -7% | -18 | ? | -2%
c1ccc(CCNCc2ccccc2)cc1 | 5% | 3 | 1% | -7% | 0% | 5 | 2% | -5% | -26 | -5% | 3%
COc1ccc(CN2CCN(c3ccccc3F)CC2)cc1O | 2% | -2 | 0% | -3% | -1% | 13 | 22% | -2% | -26 | 13% | -1%
COc1ccccc1NC(=O)Oc1cccc(OC(=O)c2ccccc2)c1 | 4% | -2 | -1% | -1% | -7% | -16 | 8% | 4% | 3 | -19% | ?

Brought forward from above: two compounds; new compounds follow.
SMILES | uPA surface inh | FBPA coupling cs | ELG1 genotoxic | Tb PFK inh | Rab9 promoter act | Giardia killer | RORgamma inh | NPC1 promoter act | KCNH2 3.1 block | VP16 counter | FLuc modulator
COc1ccc(CN2CCN(c3ccccc3F)CC2)cc1O | 2% | -2 | 0% | -3% | -1% | 13 | 22% | -2% | -26 | 13% | -1%
COc1ccccc1NC(=O)Oc1cccc(OC(=O)c2ccccc2)c1 | 4% | -2 | -1% | -1% | -7% | -16 | 8% | 4% | 3 | -19% | ?
COC(=O)C1=C(N)Oc2c(c(=O)oc3ccccc23)C1c1cccnc1 (configuration not stated) | 13% | 7 | -1% | 2% | -1% | -5 | -12% | -1% | 1 | 6% | 6%
CN1CCC2(CC1)NC(=O)c1ccccc1N2 | -4% | 1 | 1% | 1% | 1% | 18 | -5% | -1% | 14 | -7% | 1%
Cc1ccc(C(=O)NC2CC3CCC(C2)N3)cc1 (configuration not stated) | -15% | 3 | -2% | -1% | -4% | 15 | 2% | -3% | 15 | 8% | -2%
C[N+]1(CC2COC(c3ccco3)O2)CCCCC1 (configuration not stated) | -1% | 4 | 12% | 1% | 2% | -4 | -1% | 3% | 2 | 0% | -6%
CCN(CC)CCCN=C(C)c1c(O)n(C2CCCCC2)c(=O)[nH]c1=O | -13% | -2 | -1% | -1% | -4% | 13 | -15% | 2% | 5 | -8% | 1%
O=P(O)(Oc1ccccc1)OC(c1ccccc1)C(F)(F)F (configuration not stated) | 8% | 3 | 7% | -2% | -1% | -7 | -13% | -1% | 12 | -5% | ?
Cc1ccc(OCCOc2cccc(C=C3C(=O)NC(=O)NC3=O)c2)c(C)c1 | 0% | 4 | ? | 3% | 0.13µM* | -19 | 7.9µM* | 0.089µM* | -11 | 4µM* | 7.6µM*
COC(=O)C1=C(c2ccc(-c3ccccc3)c(F)c2)C[C@@H]2CC[C@H]1N2C(=O)NC1Cc2ccccc2C1 | ? | . | -5% | 0% | -10% | 1 | . | -2% | 6 | . | -3%
CCOc1cc2c(cc1OCC)-n1cccc1C(c1ccc(OC)c(O)c1)NC2 (configuration not stated) | 1% | -1 | -3% | 0% | 1% | 15 | 2% | -1% | -4 | -12% | -3%
COc1cc2c(cc1OC)-c1c(OC)c(OC)c(OC)c3ccnc(c13)C2=O | ? | -28 | -8% | -6% | -6% | -83* | -16% | -11% | 18 | -4% | 0%
O=C1C2CCCN2C(c2cccnc2)N1c1nccs1 (configuration not stated) | -1% | 0 | -1% | -1% | -6% | -13 | ? | 0% | 5 | -24% | -1%
COc1ccc2c(c1O)-c1cccc3c1[C@@H](C2)N(C)CC3 | -8% | . | . | . | 0%[46.1 µM] | -17 | . | -1%[46.1 µM] | -23 | . | .
O=C(Nc1cccc(Cl)c1)c1c(O)c2c(n(Cc3ccco3)c1=O)CCCC2 | -1% | 1 | ? | 4% | 3% | 3 | 23%[10 µM] | 9% | 15 | 10% | -10%
CC1(C)OC(c2ccccc2)=C/C(=C/C=C2C(=O)NC(=S)NC2=O)O1 | -11% | -2 | 2% | ? | -2% | 0 | 40% | -1% | -17 | 2% | ?
CN(C)C(=O)Oc1ccc(C(=O)c2ccccc2)cc1 | 7% | 1 | 9% | 0% | 21% | -18 | 34% | 21% | 15 | 27% | ?
Cc1nn(Cc2ccccc2)c(C)c1C(=O)OCC(=O)NC1CCS(=O)(=O)C1 (configuration not stated) | 10% | 5 | 2% | -2% | 1% | -27 | 1% | -4% | -9 | -4% | 4%
Cc1cc(C=C2C(=O)NC(=O)NC2=O)c(C)n1-c1ccc2c(c1)OCO2 | -2% | -2 | 1% | 3% | -3% | 3 | -3% | -2% | -9 | 0% | 2.7µM*

Some of the compounds tested; the hit share may differ from the screen's.
